Screens deposited in PubChem BioAssay by National Center for Advancing Translational Sciences (NCATS).
BAZ2B block: qHTS Assay for Inhibitors of BAZ2B | AlphaScreen BAZ2B-H3K14Ac peptide displacement | Potency, µM (top dose mostly 114 µM), for the others: top-dose activity change, negative = inhibition, usual class: inhibitors | hit rate 4.4% among 360,000; further: potency means the concentration at half of the fitted maximal effect; on the % scale 0 is the no-effect control and ±100 the full control effect; nearly all actives have a fitted effect of over 60% in size
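In this displacement format the biotinylated H3(5-23) peptide acetylated at Lys14 serves as ligand at 50 nM, with BAZ2B at 50 nM in PBS pH 7.4 containing 0.01% Tween-20. Donor and acceptor beads are 10 ug/mL final.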
G9a block: qHTS Assay for Inhibitors of Histone Lysine Methyltransferase G9a; AID 504332, 2011; hit rate 8.8% among 350,000; Potency, µM (titrated, usually from 102 µM), without a hit: at the top dose activity, negative = inhibition, usual class: inhibitors; G9a H3K9 monomethylation, AlphaScreen, 2 h; further: potency means the concentration at half of the fitted maximal effect; on the % scale 0 is the no-effect control and ±100 the full control effect; nearly all actives have a fitted effect of over 75% in size
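AlphaScreen detection with an anti-monomethyl H3K9 antibody quantified product after a 2 h room-temperature reaction containing 500 nM biotinylated H3K9 peptide, 20 µM SAM and 20 nM enzyme, which had been preincubated 15 min with compound.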
Tb PGK inh: qHTS Assay to Find Inhibitors of Phosphoglycerate Kinase; Phosphoglycerate kinase, glycosomal (Trypanosoma brucei brucei), P07378; PGK/GAPDH coupled, Kinase-Glo luminescence, 60 min; Potency, µM (doses to about 57.5 µM), for the others: at the highest dose activity change, negative = inhibition, most hits filed as inhibitors; hit rate 0.043% among 380,000; AID 602233, 2012; further: potency means the concentration at half of the fitted maximal effect; on the % scale 0 is the no-effect control and ±100 the full control effect; nearly all actives have a fitted effect of over 60% in size
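Luminescent ATP detection (Kinase-Glo Plus) follows a 60-minute room-temperature incubation, with wells lacking PGK as controls. Buffer: 100 mM TEA (pH 7.6), 5 mM MgCl2, 0.01% Tween-20. Coupling enzyme GAPDH (100 nM final) supplies unstable 1,3-BPG in-well.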
Pol eta inh: qHTS for Inhibitors of Polymerase Eta. DNA polymerase eta (Homo sapiens), Q9Y253. recombinant Pol eta, fluorescent DNA replication assay. Potency, µM (titrated, usually from 114 µM), for the others: at the top dose activity change, negative = inhibition, usual class: inhibitors. hit rate 1.2% among 390,000; further: potency means the concentration at half of the fitted maximal effect; on the % scale 0 is the no-effect control and ±100 the full control effect
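Pol eta at 10 nM preincubated with compounds 15 min at room temperature; reaction started with fluorescent substrate (50 nM final) and read kinetically at 0 and 10 min.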
JMJD2A Tudor: qHTS Assay for Inhibitors of JMJD2A-Tudor Domain | Lysine-specific demethylase 4A (Homo sapiens), O75164 | AlphaScreen JMJD2A-Tudor / H3K4me3 peptide binding | Potency, µM (top dose mostly 114 µM), for inactives: at the top dose activity change, negative = inhibition, hits mostly inhibitors | hit rate 4.4% among 390,000 | AID 504339, 2011; further: potency means the concentration at half of the fitted maximal effect; on the % scale 0 is the no-effect control and ±100 the full control effect; nearly all actives have a fitted effect of over 50% in size
Target sequence (O75164 whole entry, looked up, the tested form may be a part): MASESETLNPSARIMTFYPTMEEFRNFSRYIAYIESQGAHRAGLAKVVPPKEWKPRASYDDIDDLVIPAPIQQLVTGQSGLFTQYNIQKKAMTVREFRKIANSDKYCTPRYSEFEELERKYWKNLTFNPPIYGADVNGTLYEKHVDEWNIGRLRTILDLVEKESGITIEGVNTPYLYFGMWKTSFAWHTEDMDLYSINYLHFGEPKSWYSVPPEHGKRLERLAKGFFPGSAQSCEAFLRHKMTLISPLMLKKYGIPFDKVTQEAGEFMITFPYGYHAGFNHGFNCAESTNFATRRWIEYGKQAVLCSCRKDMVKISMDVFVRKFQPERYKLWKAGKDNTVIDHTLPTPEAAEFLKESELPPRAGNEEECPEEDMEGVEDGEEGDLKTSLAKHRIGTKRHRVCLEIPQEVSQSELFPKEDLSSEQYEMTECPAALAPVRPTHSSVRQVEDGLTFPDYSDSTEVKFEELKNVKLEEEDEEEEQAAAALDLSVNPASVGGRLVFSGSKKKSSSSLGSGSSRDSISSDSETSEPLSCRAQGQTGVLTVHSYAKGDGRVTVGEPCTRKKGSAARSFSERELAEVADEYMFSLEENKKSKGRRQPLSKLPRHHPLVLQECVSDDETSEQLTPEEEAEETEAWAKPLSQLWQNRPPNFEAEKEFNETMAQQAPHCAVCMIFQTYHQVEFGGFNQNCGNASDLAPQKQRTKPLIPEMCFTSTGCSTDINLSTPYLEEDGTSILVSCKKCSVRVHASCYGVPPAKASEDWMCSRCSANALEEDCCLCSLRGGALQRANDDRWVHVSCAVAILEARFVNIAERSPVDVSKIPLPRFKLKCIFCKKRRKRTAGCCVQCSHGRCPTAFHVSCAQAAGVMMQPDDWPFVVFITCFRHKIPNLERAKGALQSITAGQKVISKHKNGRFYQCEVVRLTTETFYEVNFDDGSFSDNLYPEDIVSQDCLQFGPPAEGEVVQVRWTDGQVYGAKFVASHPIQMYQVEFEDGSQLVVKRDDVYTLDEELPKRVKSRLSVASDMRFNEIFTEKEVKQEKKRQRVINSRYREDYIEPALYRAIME
GLS inhibitor: qHTS for Inhibitors of Glutaminase (GLS). hit rate 0.21% among 410,000. GLS enzymatic activity, qHTS titration. Potency, µM (highest dose often 45.5 µM), inactives show at the highest dose activity change, negative = inhibition, hits mostly inhibitors; further: potency means the concentration at half of the fitted maximal effect; on the % scale 0 is the no-effect control and ±100 the full control effect
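Assay buffer: 45 mM KH2PO4 pH 8.2, 0.02% Tween-20. hKGA acts on L-glutamine (1 mM solution added); product glutamate is reported by an oxidase/peroxidase Amplex Red coupling, with fluorescence taken at baseline and 30 min.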
Pin1 inhibitor: qHTS Assay to Find Inhibitors of Pin1. Peptidyl-prolyl cis-trans isomerase NIMA-interacting 1 (Homo sapiens), Q13526. Pin1 FP peptide displacement, HiFluor488, 10 min. Potency, µM (series often up to 115 µM), for the others: top-dose activity, negative = inhibition, actives largely listed as inhibitors. hit rate 0.009% among 390,000. AID 504891, 2011; active means well fitted inhibition curve with a large enough effect in the polarisation, with a control signal flat, not every such curve was filed as active; inconclusive means small, poorly fitted or top-dose-only effect, or effect the other way, or a change in a side signal; inactive means no such curve, though single readings can be large or run the other way; the % refers to the polarisation; further: potency means the concentration at half of the fitted maximal effect; on the % scale 0 is the no-effect control and ±100 the full control effect
HP1b chromo inh: HTS for Inhibitors of HP1-beta Chromodomain Interactions with Methylated Histone Tails; Chromobox protein homolog 1 (Homo sapiens), P83916; AlphaScreen HP1-beta / biotin-H3K9me3 peptide binding; Potency, µM (highest dose often 114 µM), without a hit: top-dose activity change, negative = inhibition, most hits filed as inhibitors; hit rate 0.56% among 390,000; further: potency means the concentration at half of the fitted maximal effect; nearly all actives have a fitted effect of over 70% in size; inactives centre near 23
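AlphaScreen: HP1-beta (50 nM) preformed 30 min with biotin-H3(1-18)K9me3 peptide (50 nM) in PBS pH 7.4, 0.01% Tween-20. Compound added for 30 min at RT, then streptavidin donor/nickel chelate acceptor beads (10 ug/mL) for 30 min.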
PI4K2A inh: qHTS for small molecular inhibitors of PI4K2A; Phosphatidylinositol 4-kinase type 2-alpha (Homo sapiens), Q9BTU6; purified PI4K2A, ADP-Glo luminescence, 1 h; hits give low values; activity change, negative = inhibition, % at 76.9 µM; hit rate 0.13% among 420,000; AID 1346378, 2018; in the data active means activity change below about -50%; inconclusive means mostly about -30% to -49%;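 further: -100% = wells without enzyme as full effect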
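PI4K2A activity was measured by ADP-Glo luminescence: enzyme (4 ug/mL stock) and phosphatidylinositol (1.2 mM stock) in Tris pH 7.5/MgCl2/EGTA/Triton X-100 buffer were reacted with ATP (300 microM stock) for one hour at ambient temperature.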
Numbers without * were called inactive; i = inactive; ? = inconclusive; . = no result given; [ ] = another dose, or the depositor's remark. Unless noted, the call rests on the fitted dose curve; in most records, active means well fitted curve in the direction sought with a large enough effect; inconclusive means small, poorly fitted or top-dose-only effect, or another doubt; inactive means no such curve, though single readings can be large; an effect the other way counts as inactive or inconclusive. The list is partial; rates above refer to the full screens.

SMILES	BAZ2B block	G9a block	Tb PGK inh	Pol eta inh	JMJD2A Tudor	GLS inhibitor	Pin1 inhibitor	HP1b chromo inh	PI4K2A inh
CCCCNc1nc2c(c(=O)[nH]c(=O)n2C)n1CCOc1ccccc1	11%	?	-6%	-3%	-13%	7%	-8%	8%	5
COc1ccc(OC)c(NC(=O)Cn2nc(C)c3ccccc3c2=O)c1	-7%	35%[59 µM]	i	-6%	-8%	-9%	-9%	24%	-5
O=C1C=CC(=O)N1c1ccccn1	.	.	-5%	-1%	89µM*	-22%	-9%	?	3
C[C@H](CO)N1C[C@H](C)[C@@H](CN(C)S(=O)(=O)c2ccccc2)Oc2ccc(NC(=O)NC3CCCCC3)cc2C1=O	.	.	-8%	-1%	-16%	-2%	0%	38%[activator]	-5
COc1ccc(CNc2ccc3c(c2)ncn3-c2ccccc2OC)cc1	40µM*	?	-4%	-12%	28µM*	35%[activator]	-1%	?	1
COc1ccc(CCNc2nc(=O)[nH]nc2C)cc1OC	22%	-4%[59 µM]	i	1%	-19%	-1%	-9%	5%	2
COc1ccc(N2CCN(C(CNS(=O)(=O)c3c(C)cc(C)cc3C)c3ccco3)CC2)cc1 (centres undefined)	32µM*	7.1µM*	i	-12%	22µM*	12%	1%	-22%	2
COC(=O)[C@]1(CC(C)C)N[C@H](c2ccc(-c3ccccc3)cc2)[C@@H]2C(=O)N(C)C(=O)[C@@H]21	.	.	-7%	-4%	-19%	-16%	?	40%[activator]	0
CN(CC(=O)NCc1cccnc1)S(=O)(=O)c1ccccc1	5%	5%	i	-12%	3%	-10%	7%	49%[activator]	8
Cc1c(Cl)cccc1-n1c(SCC(=O)N2CCC(C(=O)O)CC2)nc2ccccc2c1=O	0%	-7%	-2%	-9%	-2%	11%	27%	32%	-1
CCOC(=O)N1CCC2(CC1)OC(=O)C(C)=C2C(=O)NCc1ccc(C)cc1	8%	8%[59 µM]	3%	7%	3%	6%	-2%	24%	2
COc1ccc(-c2cn[nH]c2C)cc1	-6%	3%	-1%	4%	-21%	-15%	4%	21%	4
O=C(CO/N=C/c1ccc2c(c1)OCO2)Nc1cccc(Br)c1	-12%	4%[59 µM]	-11%	-7%	-1%	6%	61%[activator]	28%	0
COc1ccc(CN(C)CCCn2ccc(NC(=O)OCc3ccccc3)nc2=O)cc1OC	.	.	7%	-21%	.	1%	.	.	0
CC1(C)NC(=O)N(CC(O)COC2CCCCC2)C1=O (centres undefined)	6%	-44%[59 µM]	4%	-2%	-5%	18%	7%	9%	-5
COc1ccc(/C=C(/C#N)C(=O)Nc2cccnc2)cc1OC	6%	9%[59 µM]	-12%	3%	-11%	2%	-5%	10%	-1
COc1ccc(N2C(=O)CSC23C(=O)Nc2ccccc23)cc1 (centres undefined)	-8%	-35%[59 µM]	-5%	-9%	1%[11.4 µM]	-10%	2%	-19%	12
O=C(COC(=O)c1ccc(Cl)cc1)NCC1CCCCC1	.	.	-1%	-13%	1%	-6%	-3%	28%	4
CCc1ccc(NC(=O)[C@H](CSCc2ccccc2)N2Cc3ccccc3C2=O)cc1	-9%	1%[59 µM]	-5%	-21%	-20%	-3%	1%	18%	-1
Cc1[nH]c2ccccc2c1C(=O)CSc1nnc(C2CC2)o1	-2%	-11%[59 µM]	7%	-17%	9%	1%	8%	37%[activator]	-2
CCOc1ccc(NCc2cccn2-c2nnc(N3CCC(C(=O)NCCCN4C(C)CCCC4C)CC3)s2)cc1 (centres undefined)	40µM*	40µM*	i	-19%	56µM*	2%	2%	-21%	-1
Cc1cc(C)cc(NC(=O)CSc2nc(=O)n(Cc3ccccn3)c3c2CCC3)c1	1%	3%[59 µM]	2%	-10%	-2%	4%	46%[activator]	21%	0
Cc1ccc(S(=O)(=O)c2cn(CC(=O)Nc3ccc(C)c(Cl)c3)c3ccc(C)cc3c2=O)cc1	-13%	-8%[59 µM]	-3%	-16%	-22%	-4%	19%	6%	1
CC[C@]12c3[nH]c4ccccc4c3CCN1C(=O)C(CC(=O)NCCCOC)C[C@@H]2C(=O)N1CCN(C(=O)c2ccco2)CC1 (some centres undefined)	.	.	0%	-2%	-14%	-6%	1%	27%	-1
COc1ccccc1NS(=O)(=O)c1cccc(C(=O)NCc2ccccn2)c1	-3%	.	-7%	-8%	-19%	14%	0%	29%	-1
O=C(NC(=S)Nc1ccc(S(=O)(=O)N2CCOCC2)cc1)c1ccccc1[N+](=O)[O-]	?	40µM*	i	-1%	-16%[57.1 µM]	-8%	7%	?	3
COc1ccc(-c2nc3sc(CCNC(=O)C(=O)Nc4cc(F)ccc4F)c(C)n3n2)cc1	0%	2%[59 µM]	0%	-3%	-9%	6%	1%	-7%	1
O=C(NNC(=O)c1sccc1-n1cccc1)c1ccc(Cl)cc1	-6%	6%[59 µM]	-2%	-18%	-17%	-3%	0%	26%	-7
Cn1cc(Br)c(NC(=O)/C=C/C(=O)O)n1	-12%	0.71µM*	i	-6%	-17%	0%	0%	49%[activator]	-10
O=C(O)CCCC(=O)N1N=C(c2ccco2)CC1c1ccco1 (centres undefined)	-21%	-8%	0%	3%	-2%	9%	2%	33%[activator]	3
CC(C)C1OC(c2cccc(NC(=O)c3cccs3)c2)OCC1(C)C (centres undefined)	-3%	5%	i	-10%	-15%	-3%	-1%	7%	-1
O=C(c1cccc(S(=O)(=O)NCc2ccccc2)c1)N1CCN(Cc2ccccc2)CC1	4%	6%[59 µM]	-5%	-18%	3%	-3%	3%	43%	-2
O=C(CSc1nnc(-c2cnccn2)n1Cc1ccco1)c1ccc(Cl)c(Cl)c1	-9%	50µM*	-12%	0%	-31%	-7%	81%[activator]	13%	0
Cc1ccc(CNC(=O)c2cc3c(C)nc4ccccc4c3o2)cc1	10%	3%[59 µM]	-5%	?	-12%	-8%	-3%	21%	0
C/C(=N\NC(=O)c1cc(O)ccc1O)c1cccc(NC(=O)c2ccc(Cl)cc2)c1	?	16µM*	-6%	22µM*	?	?	?	?	-6
CC(C)CCc1noc(CN2CCN(c3ccc(Cl)cn3)CC2)n1	17%	45%	i	-16%	-10%	-22%	3%	27%	-2
COc1ccc(N(C(=O)c2snc(C(N)=O)c2N)C(C(=O)NC2CCCC2)c2cccs2)cc1OC (centres undefined)	-2%	3%	-4%	?	-19%	-1%	4%	23%	-4
COc1cc(/C=C2/C(=N)N3C(c4ccccc4)=CSC3=NC2=O)ccc1OCC(=O)O	50µM*	.	-6%	20µM*	?	15%	-20%	-31%	-23
Cc1c(C(=O)N2CCCCC2)c(S(=O)(=O)NCc2ccc(F)cc2)c(C)n1C	-36%	15%[59 µM]	1%	14%	-17%	1%	-14%	29%	1
CCOC(=O)C1=C(C)N=c2s/c(=C\c3ccc(OCC(=O)O)cc3)c(=O)n2C1c1ccccc1 (centres undefined)	?	15%[12.7 µM]	?	?	-32%	5%	9%	6%	-20
O=C(O)c1cc(=O)[nH]c2c(Cl)cccc12	-37%	-43%	-5%	-15%	-17%	-4%	2%	15%	-1
COc1ccc(CN2C(=O)c3oc4ccc(F)cc4c(=O)c3C2c2ccc(O)cc2)cc1 (centres undefined)	-1%	24%[59 µM]	0%	-9%	11%	-13%	-2%	13%	1
Cc1ccc2nc(-c3ccc(NC(=O)CSc4nc(N)cc(=O)[nH]4)cc3)sc2c1	-7%	12%[59 µM]	-1%	-3%	-17%	-13%	3%	57%[activator]	-4
COc1cc(C(=O)Nc2c(C)cc(C)cc2C)c(-n2cnnn2)cc1OC	-5%	-6%	2%	-17%	-10%	0%	-3%	29%	-5
CN1CCC23c4ccccc4NC1C21CCN(C)C3Nc2ccccc21	.	.	i	-18%	-21%	32%[activator]	1%	1%	-2

A different layout for some results above.
Values in the order: BAZ2B block, G9a block, Tb PGK inh, Pol eta inh, JMJD2A Tudor, GLS inhibitor, Pin1 inhibitor, HP1b chromo inh, PI4K2A inh
- COc1ccc(CN2C(=O)c3oc4ccc(F)cc4c(=O)c3C2c2ccc(O)cc2)cc1 (centres undefined)
→ -1%, 24%[59 µM], 0%, -9%, 11%, -13%, -2%, 13%, 1
- Cc1c(C(=O)N2CCCCC2)c(S(=O)(=O)NCc2ccc(F)cc2)c(C)n1C
→ -36%, 15%[59 µM], 1%, 14%, -17%, 1%, -14%, 29%, 1

(listing goes on)
SMILES	BAZ2B block	G9a block	Tb PGK inh	Pol eta inh	JMJD2A Tudor	GLS inhibitor	Pin1 inhibitor	HP1b chromo inh	PI4K2A inh
COc1ccc(CNC(=O)c2ccc(N3CCCC3)c(NC(=O)NCc3ccc(C)cc3)c2)cc1	-28%	-6%[59 µM]	i	-16%	-32%	-5%	-5%	5%	0
COc1ccc(C2C([N+](=O)[O-])=C(C)N(C)C(=O)N2C)cc1OC (centres undefined)	-4%	2%	-3%	-2%	-2%	-9%	6%	28%	2
CC(C)(C)NC(=O)NCc1cccnc1	0%	-4%[59 µM]	2%	1%	-11%	0%	-1%	44%[activator]	-5
CCN(CC)CCCNC(=O)C1CCN(c2ncnc3c2sc2cccc(F)c23)CC1	-23%	?	3%	-9%	-14%	-4%	-1%	63%[activator]	-2
